RGS12 GoLoco inh: RGS12 GoLoco-Gai1 interaction inhibition; P63096; Gai1:RGS12 GoLoco peptide FP, rhodamine, 10 min; Potency, µM (top dose mostly 61.6 µM), for the others: top-dose activity, negative = inhibition, most hits filed as inhibitors; actives 0.44% (n = 230,000); active = well fitted inhibition curve with a large enough effect, not every such curve was filed as active; inactive = no such curve, though single readings can be large or run the other way; also: nearly all actives have a fitted effect of over 30% in size; many of its hits are not listed in these tables
L3MBTL1 block: inhibitors of human L3MBTL1 | AlphaScreen L3MBTL1–H3K9me1 peptide binding | Q9Y468 | actives 0.66% (n = 230,000) | Potency, µM (series often up to 57.1 µM), for the others: at the highest dose activity, negative = inhibition, most hits filed as inhibitors; also: nearly all actives have a fitted effect of over 60% in size
Target sequence (Q9Y468 whole entry, looked up): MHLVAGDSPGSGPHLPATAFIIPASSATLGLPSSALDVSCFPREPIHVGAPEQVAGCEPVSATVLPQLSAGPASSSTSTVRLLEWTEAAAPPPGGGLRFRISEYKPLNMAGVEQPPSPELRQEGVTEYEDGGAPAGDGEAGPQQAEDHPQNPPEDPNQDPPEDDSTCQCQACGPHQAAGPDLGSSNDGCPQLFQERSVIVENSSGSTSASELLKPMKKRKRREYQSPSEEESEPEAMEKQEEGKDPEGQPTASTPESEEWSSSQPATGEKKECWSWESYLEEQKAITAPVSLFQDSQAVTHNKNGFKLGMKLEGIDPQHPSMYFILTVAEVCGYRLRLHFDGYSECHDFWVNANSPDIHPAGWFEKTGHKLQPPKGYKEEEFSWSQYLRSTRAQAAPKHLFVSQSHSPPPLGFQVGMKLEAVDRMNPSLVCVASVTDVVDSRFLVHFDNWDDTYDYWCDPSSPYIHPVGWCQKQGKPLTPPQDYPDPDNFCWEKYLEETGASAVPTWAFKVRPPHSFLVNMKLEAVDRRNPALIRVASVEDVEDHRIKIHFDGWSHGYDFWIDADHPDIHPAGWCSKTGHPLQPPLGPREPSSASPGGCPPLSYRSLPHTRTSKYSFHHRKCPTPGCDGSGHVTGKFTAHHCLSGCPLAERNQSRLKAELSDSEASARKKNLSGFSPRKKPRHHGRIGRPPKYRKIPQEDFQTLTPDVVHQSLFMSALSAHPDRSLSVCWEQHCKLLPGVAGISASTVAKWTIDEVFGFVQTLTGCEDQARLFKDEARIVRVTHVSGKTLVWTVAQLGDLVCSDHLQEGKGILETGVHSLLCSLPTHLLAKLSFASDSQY
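AlphaScreen proximity signal between nickel-chelate acceptor and streptavidin donor beads (final 10 ug/mL) reports binding of 50 nM L3MBTL1 to 75 nM biotin-H3 K9me1 peptide; complex incubated with compounds 30 min at room temperature; cefsulodin titration as control.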
GAA glycogen: alters human alpha-glucosidase cleavage of glycogen. recombinant GAA, glycogen substrate, Amplex Red glucose oxidase fluorescence. Potency, µM (doses to about 76.4 µM), inactives show at the top dose activity change, negative = inhibition, actives largely listed as inhibitors. actives 0.38% (n = 300,000). P10253;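 also: 0% = full enzyme reaction and -100% = no-enzyme basal signal; the screen sought inhibitors and activators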
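Recombinant human alpha-glucosidase (4 nM final) hydrolysed bovine liver glycogen (30 ug) for 40 min at 37 C in pH 5.0 citrate/phosphate with 0.01% Tween-20. Released glucose detected by glucose oxidase/Amplex Red, Ex 573/Em 610 nm. Compounds up to 77 uM; AC50 from Hill fits.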
TRb-SRC2 inh: disrupts binding of human TR beta to SRC2. P10828. TRbeta-SRC2 peptide binding, fluorescence polarization; receptor liganded with 1 µM T3. Potency, µM (highest dose often 106 µM), without a hit: top-dose activity change, negative = inhibition, actives largely listed as inhibitors. actives 0.065% (n = 280,000). AID 1469;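 also: plate controls were bound peptide for no effect and peptide without receptor for full effect; nearly all actives have a fitted effect of over 50% in size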
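A fluorescence polarization screen tested compounds at multiple concentrations against complex formation between 0.6 uM TRb ligand-binding domain and 20 nM Texas Red SRC2 peptide, with 1 uM T3 present; readout after 5 hr.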
GAA spleen mod: inhibitors or activators of human alpha-glucosidase in spleen homogenate. P10253. human spleen homogenate, 4-MU-alpha-glucoside fluorescence. Potency, µM (doses to about 79.9 µM), for inactives: at the top dose activity change, negative = inhibition, most hits filed as inhibitors. actives 0.006% (n = 240,000);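 also: 0% = enzyme with vehicle and -100% = no enzyme basal signal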
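Human spleen homogenate (1 ug) with 4-methylumbelliferyl-alpha-D-glucopyranoside (1 mM final) in 50 mM citrate/phosphate pH 5.0, 0.01% Tween-20; 40 min at 37 C. Stopped at pH 10; 4-MU fluorescence Ex 365/Em 440 nm; AC50 by Hill fit.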
TexasRed fluor: counter-screen for TRb-SRC2 inhibitors: fluorescence interference; Potency, µM (doses to about 106 µM), without a hit: at the top dose fluorescence change, negative = quenching; AID 1479; actives 0.29% (n = 280,000); TRb/SRC2 Texas Red total fluorescence interference; active = well fitted curve in either direction with a large enough effect; inconclusive = small, poorly fitted or top-dose-only effect
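Human TRβ ligand-binding domain (0.6 uM) and Texas Red SRC2 peptide (20 nM) in Tris buffer with 1 uM T3 and 5% DMSO were incubated with pinned compound for 5 hr at ambient temperature. Total fluorescence was computed as S + 2P (555/632 nm).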
GAA inh: inhibitors of human lysosomal alpha-glucosidase | purified human GAA, 4-MU-alpha-glucoside fluorescence | Potency, µM (series often up to 76.9 µM), for inactives: top-dose activity change, negative = inhibition, actives largely listed as inhibitors | actives 0.005% (n = 200,000) | AID 1466;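 also: plate controls were uninhibited enzyme wells for no effect and no-enzyme background for full effect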
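qHTS format, compound range up to 77 uM. Human lysosomal enzyme at 4 nM, 400 uM 4-MU glucoside substrate, pH 5.0, 20 min room temperature; fluorescence after alkaline stop gives activity normalized to controls.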
RECQ1 helicase: inhibitors of human RECQ1 DNA helicase; RECQ1 DNA unwinding, red fluorescence kinetic read; Potency, µM (highest dose often 57.3 µM), for the others: at the highest dose activity, negative = inhibition, hits mostly inhibitors; actives 0.54% (n = 240,000); AID 2549;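 also: plate controls were vehicle for no effect and no enzyme for full effect; nearly all actives have a fitted effect of over 30% in size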
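RECQ1T1 50 nM; forked duplex (20 bp + 30-nt ss tails) 200 nM, ATP 2 mM final; pH 8.0, 2 mM MgCl2, 2.5 ug/ml poly(dI-dC); 15 min compound preincubation; discontinuous kinetic read over 2 h at RT.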
Numbers without * were called inactive; i = inactive; ? = inconclusive; nt = not tested or not shown; [ ] = another dose, or the depositor's remark. Unless noted, calls follow the shape of the dose curve; as a rule, active = well fitted curve in the direction sought with a large enough effect; inconclusive = small, poorly fitted or top-dose-only effect, or another doubt; inactive = no such curve, though single readings can be large; an effect the other way counts as inactive or inconclusive. Unless noted, % is scaled to controls: 0 for no effect and ±100 for the full control effect; potency is read from the fitted curve at half-maximal effect. Not all compounds are listed; count on the stated rates, not on these rows.

The first 13 compounds, ahead of the listing:
SMILES	RGS12 GoLoco inh	L3MBTL1 block	GAA glycogen	TRb-SRC2 inh	GAA spleen mod	TexasRed fluor	GAA inh	RECQ1 helicase
Cc1ccc2cc(CCNC(=O)c3ccc(C)c([N+](=O)[O-])c3)c(=O)[nH]c2c1	6%	4%	-4%	-9%	-6%	-3%	-3%	-11%
NC1(C(=O)O)CCc2cc(P(=O)(O)O)ccc21 (stereo unspecified)	6%	nt	nt	15%	13%	1%	nt	-25%
Cc1ccc(N)cc1S(=O)(=O)N(C)C	6%	-20%	-5%	-4%	1%	-3%	4%	i
Nc1cc(Cl)nc(N/N=C/c2ccc([N+](=O)[O-])cc2)n1	5%	-4%	-4%	-1%	1%	0%	-11%	-3%
O=C(CN1CCCC1)Nc1c2c(nc3ccccc13)N(Cc1ccccc1)CC2	-10%	nt	0%	5%	-4%	1%	?	-1%
COc1ccc(CN2CCC3C=CCC(C(=O)O)C3C2=O)cc1OC (stereo unspecified)	nt	nt	nt	4%	-3%	0%	nt	-4%
CCOC(=O)c1ccc2[nH]c3c(c2c1)CN(C)CC3	1%	-13%	-3%	-8%	-2%	-1%	4%	-5%
CCc1ccc(NC(=S)N(CCCN2CCN(C)CC2)Cc2cccs2)cc1	-7%	-8%	0%	16%	-4%	1%	0%	-1%
O=C(Nc1cccc(S(=O)(=O)NC2=NCCCCC2)c1)c1cc(-c2ccccc2)nc2ccccc12	-6%	-6%	11%	-2%	-3%	3%	-11%	-1%
COc1ccc(-c2nnc(SCC(=O)NNC(=O)c3ccc(C)cc3)o2)cc1	5%	12%	-1%	-6%	-4%	1%	0%	-12%
COc1ccccc1N1CCN(C(=O)C(C)N(c2ccc(C)c(C)c2)S(C)(=O)=O)CC1 (stereo unspecified)	0%	-4%	2%	-4%	-1%	-2%	?	-8%
Cc1cc(NC(=O)c2ccc(N3C(=O)C4C5C=CC(C5)C4C3=O)cc2)no1 (stereo unspecified)	-7%	8%	14%	-3%[53 µM]	4%	-1%[53 µM]	6%	i
CC(C)(C)NC(=O)CON=C1c2ccccc2-c2ccccc21	12%	29%	-14%	-2%	2%	-1%	0%	-11%

The listing, from the first entry:
SMILES	RGS12 GoLoco inh	L3MBTL1 block	GAA glycogen	TRb-SRC2 inh	GAA spleen mod	TexasRed fluor	GAA inh	RECQ1 helicase
Cc1ccc2cc(CCNC(=O)c3ccc(C)c([N+](=O)[O-])c3)c(=O)[nH]c2c1	6%	4%	-4%	-9%	-6%	-3%	-3%	-11%
NC1(C(=O)O)CCc2cc(P(=O)(O)O)ccc21 (stereo unspecified)	6%	nt	nt	15%	13%	1%	nt	-25%
Cc1ccc(N)cc1S(=O)(=O)N(C)C	6%	-20%	-5%	-4%	1%	-3%	4%	i
Nc1cc(Cl)nc(N/N=C/c2ccc([N+](=O)[O-])cc2)n1	5%	-4%	-4%	-1%	1%	0%	-11%	-3%
O=C(CN1CCCC1)Nc1c2c(nc3ccccc13)N(Cc1ccccc1)CC2	-10%	nt	0%	5%	-4%	1%	?	-1%
COc1ccc(CN2CCC3C=CCC(C(=O)O)C3C2=O)cc1OC (stereo unspecified)	nt	nt	nt	4%	-3%	0%	nt	-4%
CCOC(=O)c1ccc2[nH]c3c(c2c1)CN(C)CC3	1%	-13%	-3%	-8%	-2%	-1%	4%	-5%
CCc1ccc(NC(=S)N(CCCN2CCN(C)CC2)Cc2cccs2)cc1	-7%	-8%	0%	16%	-4%	1%	0%	-1%
O=C(Nc1cccc(S(=O)(=O)NC2=NCCCCC2)c1)c1cc(-c2ccccc2)nc2ccccc12	-6%	-6%	11%	-2%	-3%	3%	-11%	-1%
COc1ccc(-c2nnc(SCC(=O)NNC(=O)c3ccc(C)cc3)o2)cc1	5%	12%	-1%	-6%	-4%	1%	0%	-12%
COc1ccccc1N1CCN(C(=O)C(C)N(c2ccc(C)c(C)c2)S(C)(=O)=O)CC1 (stereo unspecified)	0%	-4%	2%	-4%	-1%	-2%	?	-8%
Cc1cc(NC(=O)c2ccc(N3C(=O)C4C5C=CC(C5)C4C3=O)cc2)no1 (stereo unspecified)	-7%	8%	14%	-3%[53 µM]	4%	-1%[53 µM]	6%	i
CC(C)(C)NC(=O)CON=C1c2ccccc2-c2ccccc21	12%	29%	-14%	-2%	2%	-1%	0%	-11%
O=C(Nc1cc2c(=O)n(-c3ccc(Oc4ccccc4)cc3)ccc2oc1=O)c1ccccc1	13%	5%	1%	0%	nt	2%	4%	i
Cc1sc2ncnc(-n3cnc4ccccc43)c2c1C	-3%	1%	4%	-4%	-1%	-1%	?	i
CCCOC(=O)c1ccc(Oc2c(-c3ccc(OC)cc3O)n[nH]c2C)cc1	5%	-5%	-9%	6%	-16%	0%	-8%	-19%
N#Cc1c(NC(=O)C2CC(Cl)=CCC2C(=O)O)sc2c1CCCCC2 (stereo unspecified)	11%	-6%	20%	4%	3%	-1%	9%	i
CC1(C)CC(=O)c2c(n(-c3cccc4ccccc34)ccc2=O)C1	-7%	nt	10%	-2%	-3%	-4%	-1%	i
O=S(=O)(c1ccc(NC(=S)NN=C(C2CC2)C2CC2)cc1)N1CCOCC1	2%	-22%	nt	-2%	-12%	-4%	nt	i
O=C1CC(Cc2ccccc2)C(=O)N1c1ccc(Cl)cn1 (stereo unspecified)	-2%	5%	5%	-3%	-2%	-2%	0%	i
COc1cc(OC)cc(C(=O)NNC(=O)c2ccccc2Br)c1	7%	1%	-2%	1%	1%	0%	-3%	-2%
COc1ccc(CCNc2ccc(N3C(=O)CC(C)C3=O)cc2[N+](=O)[O-])cc1 (stereo unspecified)	9%	nt	1%	8%	-2%	0%	1%	-4%
CCCCCCOc1ccc(N2C(=O)CC(N(CCc3ccc(S(N)(=O)=O)cc3)C(C)=O)C2=O)cc1 (stereo unspecified)	7%	-4%	3%	4%	0%	6%	-5%	23%
CC1CCc2nn(CC(=O)NCCCN3CCOCC3)cc2C1 (stereo unspecified)	2%	?	1%	11%	-4%	0%	-2%	1%
CCN(c1nc(C)cc(OC)n1)S(=O)(=O)c1ccccc1	-23%	nt	3%	-5%	-1%	-2%	13%	-17%
CCOC(=O)N1CCC(N(CCN(C)C)C(=S)Nc2ccc(Oc3ccccc3)cc2)CC1	1%	-17%	-13%	4%	-1%	-2%	-10%	7%
CC(C)CNC(=O)CSc1nnc(-c2cccc(S(=O)(=O)N3CCCCC3)c2)o1	-11%	-6%	0%	6%	-7%	3%	0%	-7%
CCOC(=O)CC1C(=O)NC2CCCCC2N1C(=O)Nc1ccc(Cl)cc1 (stereo unspecified)	-4%	nt	3%	-14%	0%	-3%	-10%	-3%
Cc1cccc(CCNC(=O)COc2cc(=O)n(C)c3ccccc23)c1	-4%	6%	-1%	-7%	nt	1%	-1%	-2%
Cn1cc(CNC(=O)C2CCCCC2)cn1	9%	4%	-3%	-5%	-4%	-3%	-9%	-9%
CCOC(=O)c1nn(-c2ccc3ccccc3c2)cc1O	1%	-3%	16%	-3%	2%	-4%	4%	i
CCOc1cc(C(=O)NCC(C)CN(C)C)cc(OCC)c1OCC (stereo unspecified)	13%	nt	0%	-12%	-7%	3%	-6%	i
COC(=O)[C@@]1(Cc2ccccc2)[C@H]2c3cc(C(=O)N(C)C)n(Cc4ccsc4Br)c3C[C@H]2CN1C(=O)c1ccccc1	-1%	nt	nt	5%	6%	2%	nt	-9%
CC(=O)Nc1ccc(Nc2ncnc(N)c2[N+](=O)[O-])cc1	22%	2%	0%	5%	0%	1%	-12%	0%
Cc1cccc(CCNC(=O)C2CCN(S(=O)(=O)c3c(C)nn(C)c3C)CC2)c1	-10%	nt	-9%	-5%	10%	0%	-9%	-2%
CN(C)CCC1Sc2ccccc2Oc2ccccc21 (stereo unspecified)	3%	-22%	2%	4%	-1%	3%	-8%	3%
O=C(O)c1cnc(-c2ccccc2)nc1Sc1ccccc1	-41%	-22%	10%	8%	-6%	-2%	-2%	-2%
CCc1nnc(NC(=O)CSc2nnc(Cc3ccccc3)n2-c2ccccc2)s1	11%	-4%	8%	1%	-3%	2%	-13%	-14%
CCOC(=O)N1CCN(C(=O)CSc2nnc(-c3c[nH]c4ccccc34)n2CCOC)CC1	5%	2%	0%	9%	-8%	4%	1%	?
Cc1cc(C(C)(C)C)oc1C(=O)N(CC(=O)NC1CCCC1)Cc1ccccc1	-2%	-3%	-2%	0%	5%	2%	-1%	0%
NC(=O)Cn1nnc(-c2ccc(CN3CCCCC3)cc2)n1	5%	1%	-2%	3%[53 µM]	6%	-2%[53 µM]	3%	-10%
CN1CCN(NC(=S)NC2CCCCC2)CC1	8%	6%	3%	0%	-2%	2%	3%	-4%
COC(=O)CCCCNC(=O)Nc1ccccc1	0%	-1%	6%	-2%	1%	1%	6%	-7%
CC(c1ccccc1)C1CC(=O)N(c2cc(Cl)ccn2)C1=O (stereo unspecified)	7%	15%	-1%	5%	6%	-1%	nt	-11%
COc1ccc(NC(=O)Cc2c(SC)c3ccccc3n2Cc2ccccc2)cc1	3%	-1%	3%	4%	6%	1%	13%	-6%
S=C(c1ccc(-c2ccc(Br)cc2)o1)N1CCOCC1	5%	nt	-5%	-1%	3%	0%	nt	i
O=C(NNC(=O)c1cc(-c2ccc(Cl)c(Cl)c2)nc2ccccc12)Nc1ccccc1	4%	-3%	-2%	0%	2%	0%	-13%	-1%
CCOC(=O)C(C)Sc1nc2c(c(=O)[nH]c(=O)n2C)n1C/C=C(/C)Cl (stereo unspecified)	0%	-6%	19%	-4%	-1%	-3%	-9%	-11%

Part of the list above in order of length of the SMILES, ascending:
SMILES	RGS12 GoLoco inh	L3MBTL1 block	GAA glycogen	TRb-SRC2 inh	GAA spleen mod	TexasRed fluor	GAA inh	RECQ1 helicase
CN1CCN(NC(=S)NC2CCCCC2)CC1	8%	6%	3%	0%	-2%	2%	3%	-4%
NC(=O)Cn1nnc(-c2ccc(CN3CCCCC3)cc2)n1	5%	1%	-2%	3%[53 µM]	6%	-2%[53 µM]	3%	-10%
CCOC(=O)C(C)Sc1nc2c(c(=O)[nH]c(=O)n2C)n1C/C=C(/C)Cl (stereo unspecified)	0%	-6%	19%	-4%	-1%	-3%	-9%	-11%

Compound activity (PubChem)
